Assay outcomes deposited in PubChem by several laboratories.
SMARCA2 act = increases SMARCA2 function in MMTV reporter cells; AID 652017; MG213 cells, MMTV-luciferase reporter, dexamethasone, overnight; hit rate 1% among 370,000; activation, % at 9.1 µM; in the data active = activation above about 7.8%;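 also: 0% = vehicle wells and 100% = reference activator wells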
DAX1 inh-1 = inhibitors of human orphan nuclear receptor DAX1 (NR0B1); P51843; HEK293 Gal4-DAX1 luciferase reporter, luminescence; hit rate 0.99% among 340,000; AID 504766; inhibition, % at 6.75 µM;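 active = inhibition above the mean over all tested compounds plus 3 SD, cut at about 4.2% in these data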;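 also: 0% = DAX1-transfected cells with DMSO and 100% = empty-vector control cells with DMSO; inhibition shows as a rise in luminescence from relieved DAX1 repression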
hcDAF-12 act = H. contortus DAF-12 activation, primary screen; hit rate 1.4% among 370,000; HEK293 hcDAF-12 lit1-tk-luc reporter, luminescence; 0% DMSO, 100% Δ7-dafachronic acid; activation, % at 6.8 µM;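 active = activation above the mean of all tested compounds plus 3 SD, cut at about 5.5% in these data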;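 also: 100% = response to 3 µM Δ7-dafachronic acid high control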
ADAM17 inh = inhibits human ADAM17; P78536; recombinant ADAM17, EDANS/DABCYL FRET peptide cleavage; inhibition, % at 6.95 µM; hit rate 0.83% among 370,000; AID 720648;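 active = inhibition above the mean of compounds lying between control limits plus 3 SD, set per campaign, cut at about 8.5% in these data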;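 also: 0% = DMSO-only wells as the low control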
PLC-beta3 inh = inhibitors of human phospholipase C beta3; Q01970; Purified PLC-beta3, fluorogenic substrate, fluorescence; inhibition, % at 12.2 µM; hit rate 0.18% among 370,000; AID 720704; in the data active = inhibition above about 11%;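 also: 0% = median of compound wells on plate and 100% = full blocker control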
ssDAF12 agonist = activates DAF-12 receptor from parasite S. stercoralis | hit rate 1% among 370,000 | HEK293 ssDAF-12/GRIP1 lit1-tk-luc reporter, luminescence; % of 3 µM dafachronic acid response | AID 652126 | activation, % at 6.8 µM;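 active = activation above the mean over all tested compounds plus 3 SD, cut at about 0.9% in these data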;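 also: 0% = DMSO-only wells and 100% = 3 µM delta7-dafachronic acid wells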
DAX1 inh-2 = DAX1 (NR0B1) inhibition, primary screen; AID 652010; hit rate 1.1% among 370,000; HEK293T StAR-luciferase reporter, SF-1/DAX-1 repression relief; inhibition, % at 6.8 µM;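 active = inhibition above the mean over all tested compounds plus 3 SD, cut at about 3.6% in these data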;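 also: 0% = DAX-1 cells with DMSO and 100% = cells lacking DAX-1 with DMSO; higher inhibition means more luminescence from relief of DAX-1 repression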
Rev-erbA mod = modulators of human Rev-erb alpha DNA binding. Rev-erbα–FITC-DNA binding, fluorescence polarization, 90 min. hit rate 0.79% among 370,000. P20393. activity, % at 10 µM. AID 1259318;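 active = activity above about 14%, limit read from the data; passing the limit was not always enough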;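 also: 0% = DMSO wells with 35 nM protein and 100% = DMSO wells with 750 nM protein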
PLCg1 inh = inhibitors of human phospholipase C gamma1; hit rate 0.84% among 370,000; purified PLC-gamma1, fluorogenic substrate, fluorescence; P19174; inhibition, % at 12.2 µM; in the data active = inhibition above about 9.5%
Target sequence (P19174 whole entry, looked up): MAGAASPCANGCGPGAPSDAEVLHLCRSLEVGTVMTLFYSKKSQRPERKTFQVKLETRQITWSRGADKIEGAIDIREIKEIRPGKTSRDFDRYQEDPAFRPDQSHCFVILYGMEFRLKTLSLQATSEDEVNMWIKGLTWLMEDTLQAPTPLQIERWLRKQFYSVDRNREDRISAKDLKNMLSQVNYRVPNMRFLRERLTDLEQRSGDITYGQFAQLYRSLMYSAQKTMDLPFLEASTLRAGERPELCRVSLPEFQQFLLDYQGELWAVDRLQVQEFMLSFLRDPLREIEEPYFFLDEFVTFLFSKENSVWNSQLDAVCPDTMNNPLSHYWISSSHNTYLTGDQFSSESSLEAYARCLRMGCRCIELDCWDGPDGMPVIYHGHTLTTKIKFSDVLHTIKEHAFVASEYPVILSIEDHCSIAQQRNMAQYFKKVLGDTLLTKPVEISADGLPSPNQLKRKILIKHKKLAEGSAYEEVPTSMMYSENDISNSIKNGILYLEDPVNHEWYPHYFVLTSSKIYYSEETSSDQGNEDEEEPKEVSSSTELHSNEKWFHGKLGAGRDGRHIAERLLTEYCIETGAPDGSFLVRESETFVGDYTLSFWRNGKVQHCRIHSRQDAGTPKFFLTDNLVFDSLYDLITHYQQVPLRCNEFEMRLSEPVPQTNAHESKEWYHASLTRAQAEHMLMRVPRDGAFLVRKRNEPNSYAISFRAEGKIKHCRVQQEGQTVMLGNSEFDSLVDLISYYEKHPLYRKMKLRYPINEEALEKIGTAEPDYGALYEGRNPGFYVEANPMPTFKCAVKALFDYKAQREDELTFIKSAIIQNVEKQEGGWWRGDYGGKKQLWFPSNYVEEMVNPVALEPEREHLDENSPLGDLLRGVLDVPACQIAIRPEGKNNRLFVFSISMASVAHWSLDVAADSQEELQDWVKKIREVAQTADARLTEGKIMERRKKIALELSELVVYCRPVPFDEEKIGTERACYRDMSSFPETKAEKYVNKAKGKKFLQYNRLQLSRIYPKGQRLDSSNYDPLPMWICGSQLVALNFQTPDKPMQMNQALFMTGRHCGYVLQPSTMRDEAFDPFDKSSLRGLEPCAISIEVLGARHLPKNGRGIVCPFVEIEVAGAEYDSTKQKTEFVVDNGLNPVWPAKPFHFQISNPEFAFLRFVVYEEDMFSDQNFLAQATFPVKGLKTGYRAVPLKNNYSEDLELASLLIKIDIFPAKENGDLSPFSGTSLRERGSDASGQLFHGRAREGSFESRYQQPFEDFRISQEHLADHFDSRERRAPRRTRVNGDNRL
MBD2 inh = inhibitors of human MBD2 binding to methylated oligonucleotide; inhibition, % at 4.4 µM; Q9UBB5; hit rate 0.31% among 370,000; TR-FRET; in the data active = inhibition above about 13%
hgDAF12 agonist = activates the H. glycines DAF-12 receptor ligand-binding domain; activation, % at 6.8 µM; hit rate 1.8% among 370,000; AID 687014; HEK293 GAL4-hgDAF12 UAS-luciferase reporter, agonist luminescence; normalized to butyrate control;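 active = activation above a cutoff set at the mean of all screened compounds plus 3 SD, cut at about 10% in these data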;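 also: 0% = DMSO wells and 100% = sodium butyrate wells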
* marks the source's active call; other numbers are inactive results; i = inactive; nt = no result given.

Preview, two compounds:
Values in the order: SMARCA2 act | DAX1 inh-1 | hcDAF-12 act | ADAM17 inh | PLC-beta3 inh | ssDAF12 agonist | DAX1 inh-2 | Rev-erbA mod | PLCg1 inh | MBD2 inh | hgDAF12 agonist
(1) O=C(CN1CCCC1)Nc1ccc(Br)cc1
    -2.4 | -0.2 | -1.1 | 0.4 | 1.9 | -1.2 | 0.2 | -5.2 | 1.9 | -1.1 | 3.7
(2) COc1cc(OC)nc(Nc2nc(C(N)Cc3ccccc3)cs2)n1 (centres undefined)
    -2.4 | nt | 1.6 | 0.9 | 0.0 | -0.4 | -0.7 | 2.0 | 3.0 | -3.0 | 3.9

The listing, repeating the preview:
Values in the order: SMARCA2 act | DAX1 inh-1 | hcDAF-12 act | ADAM17 inh | PLC-beta3 inh | ssDAF12 agonist | DAX1 inh-2 | Rev-erbA mod | PLCg1 inh | MBD2 inh | hgDAF12 agonist
(1) O=C(CN1CCCC1)Nc1ccc(Br)cc1
    -2.4 | -0.2 | -1.1 | 0.4 | 1.9 | -1.2 | 0.2 | -5.2 | 1.9 | -1.1 | 3.7
(2) COc1cc(OC)nc(Nc2nc(C(N)Cc3ccccc3)cs2)n1 (centres undefined)
    -2.4 | nt | 1.6 | 0.9 | 0.0 | -0.4 | -0.7 | 2.0 | 3.0 | -3.0 | 3.9
(3) S=C1NC(c2ccccc2)=CC(c2ccccc2)N1 (centres undefined)
    3.3 | nt | 1.4 | 0.6 | -1.7 | -0.1 | -0.7 | -1.6 | -3.8 | -4.9 | 2.9
(4) CC(C)CNS(=O)(=O)c1ccc(CCC(=O)NC2CCCCC2)cc1
    6.3 | 3.6 | 2.5 | -2.5 | -14.5 | -0.6 | 1.6 | -0.2 | -8.9 | -3.8 | 8.9
(5) Cc1ccc(NC(=O)C(c2ccc(Cl)cc2Cl)N2CCCC2)cc1 (centres undefined)
    -4.9 | 0.7 | -0.7 | 0.9 | 2.1 | -0.3 | -0.6 | 1.7 | 1.5 | -4.2 | -2.4
(6) Cc1ccc(/C(O)=C2/C(=O)C(=O)N(CCN3CCOCC3)C2c2cccs2)cc1 (centres undefined)
    3.0 | 0.5 | -1.4 | -4.7 | -0.1 | -0.6 | 0.0 | -3.7 | -1.1 | -1.8 | 0.5
(7) O=C(N/N=C/c1cccc([N+](=O)[O-])c1)c1cc2ccccc2o1
    1.0 | -1.3 | 0.8 | -0.7 | 0.4 | -1.6 | -0.3 | -9.0 | -2.5 | 3.6 | -0.5
(8) Cc1ccc(C)c(NC(=O)C2CC(Cl)=CCC2C(=O)O)c1 (centres undefined)
    -1.3 | -0.2 | -2.0 | -3.9 | -4.5 | -1.1 | 0.2 | 1.0 | -0.3 | 1.3 | 2.8
(9) CCOC(=O)N1CCC(N2Cc3cccc(C(=O)Nc4ccccc4OC)c3C2=O)CC1
    -0.8 | -0.8 | -2.5 | -6.5 | -2.1 | -1.1 | -0.7 | -3.7 | 0.7 | 3.6 | -0.1
(10) Cc1cc(NC(=O)CSc2nnc(-c3ccc(O)cc3)o2)no1
    1.4 | 0.9 | 0.5 | -6.8 | -7.8 | -1.0 | 0.9 | -3.2 | -2.0 | 0.2 | 3.4

Brought forward from above: two entries; new compounds follow.
Values in the order: SMARCA2 act | DAX1 inh-1 | hcDAF-12 act | ADAM17 inh | PLC-beta3 inh | ssDAF12 agonist | DAX1 inh-2 | Rev-erbA mod | PLCg1 inh | MBD2 inh | hgDAF12 agonist
(9) CCOC(=O)N1CCC(N2Cc3cccc(C(=O)Nc4ccccc4OC)c3C2=O)CC1
    -0.8 | -0.8 | -2.5 | -6.5 | -2.1 | -1.1 | -0.7 | -3.7 | 0.7 | 3.6 | -0.1
(10) Cc1cc(NC(=O)CSc2nnc(-c3ccc(O)cc3)o2)no1
    1.4 | 0.9 | 0.5 | -6.8 | -7.8 | -1.0 | 0.9 | -3.2 | -2.0 | 0.2 | 3.4
(11) COc1ccc(C(CNC(=O)CCC(=O)c2ccc(C)s2)N2CCOCC2)cc1 (centres undefined)
    -1.7 | -1.0 | -0.3 | -2.3 | -14.1 | -1.0 | 0.3 | 4.3 | -1.3 | -1.9 | -2.8
(12) O=C(CN1CCC(n2cnc3cc(F)ccc32)CC1)Nc1ccccc1Br
    1.1 | -1.6 | -0.3 | -0.8 | 1.2 | -1.5 | -0.1 | 2.1 | 0.7 | 1.0 | -1.6
(13) COc1ccc(Cl)cc1NC(=O)c1cccc(NC(=O)CCC(=O)O)c1
    -2.1 | 0.0 | -2.8 | -2.5 | -1.5 | -0.6 | -0.3 | 1.8 | -1.2 | 3.0 | -2.6
(14) CC(=O)c1cnc2cc(-c3ccc(C)cc3)nn2c1C
    10.3* | 2.1 | 4.8 | -11.8 | -124.0 | -0.1 | 3.3 | 0.5 | -109.2 | 4.0 | 8.2
(15) N#CC1=C2SCC(O)(c3ccccc3)N2C(=O)CC1c1cccs1 (centres undefined)
    -3.6 | -1.1 | -1.6 | -1.4 | -169.1 | -1.1 | -1.3 | 6.8 | -125.1 | 7.4 | 0.4
(16) COCCSc1nnc(NC(=O)COc2ccc3c(c2)OCO3)s1
    -4.0 | 0.7 | 0.3 | -6.6 | -12.5 | -0.9 | 0.3 | 1.2 | -2.6 | -3.2 | -0.1
(17) Cc1cc(C(=O)OCC(=O)N2CCOCC2)c2ccccc2n1
    -0.6 | 0.2 | -1.1 | -7.3 | 3.3 | -1.5 | 0.3 | 2.5 | -3.4 | 3.8 | 1.0
(18) CCn1c(=O)n(CC(=O)N2CC(C)CC(C)C2)c(=O)c2ccccc21 (centres undefined)
    -1.0 | 0.7 | -1.1 | -7.3 | 4.7 | -2.0 | 0.3 | -5.3 | 3.0 | 2.0 | -2.2
(19) COc1cc(-c2cc(C(=O)Nc3ccc(O)cc3)c3ccccc3n2)cc(OC)c1OC
    -0.5 | -2.5 | 0.1 | 2.1 | -28.0 | -1.6 | -2.1 | 7.4 | -15.5 | 3.1 | 0.0
(20) COC(=O)Cn1c(=NC(=O)CSC(C)=O)sc2ccccc21
    -0.6 | 0.3 | -0.6 | -5.3 | 1.4 | -1.2 | 0.3 | -4.6 | -1.5 | 0.9 | 2.3
(21) Cc1ccc(NC(=O)C2CC(=O)OC23CCOC(C)(C)C3)cc1 (centres undefined)
    -3.8 | 0.6 | -1.3 | -5.5 | 0.9 | -0.3 | -0.3 | -1.9 | 3.4 | -5.4 | -0.5
(22) COC(=O)COC(=O)c1ccc(O)cc1
    -3.2 | 1.9 | 1.5 | -2.4 | 2.0 | -1.1 | -0.6 | 4.1 | -2.0 | 4.5 | 0.4
(23) Nc1nc(N2CCN(Cc3ccccc3)CC2)n[nH]1
    0.1 | 1.5 | -1.1 | -0.6 | 2.8 | -0.8 | 0.3 | 3.0 | 2.0 | -4.7 | 0.9
(24) CC(=O)/C(=N/Nc1ccc(Br)cc1)Sc1cccc2cccnc12
    1.2 | 0.5 | 0.3 | 1.5 | 1.3 | -0.5 | -0.1 | -5.7 | 0.8 | -7.5 | -2.6
(25) CN(C(N)=NC(=O)/C=C/c1ccccc1)C(C#Cc1ccccc1)Cc1ccccc1 (centres undefined)
    -4.4 | nt | -0.5 | 1.0 | -3.8 | -1.3 | 1.3 | -4.9 | -3.6 | 2.0 | 2.8
(26) CCN1CCN(c2ccc(S(=O)(=O)N3CCCCC3)cc2NC(=O)/C=C/c2ccc(OC)c(OC)c2)CC1
    5.8 | 1.0 | -0.4 | -3.3 | -36.4 | -0.9 | 1.6 | 0.1 | -30.0 | 2.5 | -0.8
(27) CCCCn1c(NCc2ccccn2)nc2ccccc21
    -1.1 | -0.6 | -2.1 | -4.8 | -0.7 | -2.0 | 0.1 | -2.8 | -2.7 | -5.3 | 1.2
(28) CCCNC(=O)C1(C)CCCN(C(=O)/C=C/c2ccccc2)C1 (centres undefined)
    6.1 | nt | 0.4 | -0.9 | 1.6 | -1.1 | -0.2 | 0.5 | 2.0 | -5.6 | 4.8
(29) O=C(Nc1cccnc1)C1(c2ccccc2)CCCC1
    -2.2 | 0.7 | -1.2 | -4.0 | -0.4 | -1.3 | -0.5 | 1.9 | 1.2 | 15.8* | 0.3
(30) COCCN(C(=O)C(C)N1C(=O)c2ccccc2C1=O)c1c(N)n(CC(C)C)c(=O)[nH]c1=O (centres undefined)
    -0.2 | 0.3 | 0.3 | -1.5 | -0.8 | -0.3 | -0.6 | 3.6 | 1.8 | 4.2 | 1.0
(31) OC(c1ccccc1)(c1ccccc1)C1CCN(CCCOc2ccc3c(c2)CCCC3)CC1
    -6.6 | nt | -1.6 | 2.3 | 1.4 | -0.9 | -1.8 | 4.4 | 2.5 | -4.0 | 0.3
(32) COc1cc(CNC(=O)c2cc(-c3ccc(F)cc3C)n[nH]2)cc(OC)c1
    -3.1 | nt | -1.3 | 6.9 | -2.8 | -0.9 | -0.1 | -3.5 | 1.1 | -2.1 | -1.9
(33) Cc1ccccc1CNC(=O)c1ccc2ccccc2n1
    -1.4 | 0.3 | -1.1 | 1.0 | -9.2 | -1.3 | -0.4 | 4.1 | 2.5 | 2.0 | 0.1
(34) CCOC(=O)C1=C(C)Nc2ccccc2N=C1NC(=O)Cc1ccc(OC)cc1
    -6.0 | -0.4 | -2.4 | 0.4 | -3.8 | -1.2 | -0.3 | -2.5 | 2.6 | -0.6 | -1.2
(35) O=C(Nc1c2c(nn1-c1ccc([N+](=O)[O-])cc1)CS(=O)(=O)C2)C1CC1
    7.0 | 0.3 | 0.8 | -1.5 | -0.2 | -0.8 | 0.7 | -1.6 | 0.9 | -3.9 | -1.6
(36) COc1ccc(-c2[nH]c(-c3ccc(C(=O)O)cc3)nc2-c2ccccc2)cc1
    2.6 | 0.9 | 1.5 | i | i | -1.3 | 0.7 | -0.2 | i | 1.7 | 0.2
(37) Cc1ccc(CNc2ccc3c(c2)nc(C)n3C)cc1
    5.0 | 2.0 | 16.0* | -7.2 | -62.2 | 1.3* | 2.9 | 9.5 | -50.6 | -3.9 | 15.7*
(38) CCSc1nc2ccc(C)cc2cc1C#N
    -3.0 | 2.1 | 0.2 | -6.1 | -8.2 | -1.5 | 0.4 | 30.1* | 1.1 | -1.7 | -0.3
(39) COc1cccc(CN(C)C(=O)c2sccc2-c2ccccc2)c1OC
    -1.3 | 0.0 | -1.8 | 0.0 | -2.9 | -1.3 | -1.1 | 4.3 | -2.2 | 5.0 | 0.4
(40) CC(C)NC(=O)C1(c2ccccc2)CC1(Cl)Cl (centres undefined)
    -1.4 | 0.1 | -0.5 | -1.3 | -1.3 | -1.0 | 0.0 | 2.2 | 1.8 | -1.5 | -0.3
(41) CN(C)C(=O)c1ccccc1-c1ccccc1
    -1.8 | 0.2 | 0.8 | -6.6 | 1.3 | -1.2 | -0.4 | -6.5 | 2.4 | 4.0 | 1.4
(42) COc1ccccc1/C=C/C1NC(=O)NC(C)=C1C(=O)OC(C)C (centres undefined)
    -1.8 | -0.3 | -2.3 | -7.7 | -6.3 | -1.5 | 0.9 | 0.1 | -0.9 | 4.8 | 0.5
(43) COc1ccc(NC(=S)NCCN2CCOCC2)cc1
    -2.6 | 1.4 | -0.9 | -6.1 | -0.2 | -0.4 | 0.6 | -2.3 | 1.2 | 9.0 | -1.5
(44) COc1cccc(CNC(=O)C2CCCN(c3nn4c(=O)cc(C)nc4s3)C2)c1 (centres undefined)
    0.3 | 0.4 | -1.1 | 0.3 | 4.1 | -1.3 | -0.2 | -2.8 | 0.5 | 6.9 | 1.1

Hits appear at their usual frequency. About 7.4% of those tested had a hit in this group.
